Rab2 wt GTP: modulators of GTP binding to Rab2A wildtype, primary screen, biochemical, dog, bead-based flow cytometry, multiplex; GTP binding activity, % at 10 µM; AID 760, 2007; hit rate 0.19% among 190,000; GST-Rab2 wt beads, Bodipy-GTP binding;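 active means GTP binding activity at least 20 points away from 100%, either lowered or raised; inconclusive means signal likely due to the compound's own green fluorescence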;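 further: 0% = beads with excess unlabeled GTP and 100% = no-compound control corrected for plate trend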
Rac1 wt GTP bind: wildtype Rac1 GTP binding modulators, primary screen, biochemical, GST-Rac1 beads, flow cytometry, multiplex; fluorescent GTP binding; actives lie on both sides; 0 = cold GTP competed, 100 = untreated; GTP binding activity (% of control), % at 10 µM; hit rate 0.27% among 190,000; AID 757, 2007;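 active means GTP binding activity at least 20 points away from the 100% control level, either lower or higher; inconclusive means compound flagged as likely green fluorescent, judged across all proteins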
Avidin fluor: green autofluorescence of compounds with avidin beads – biophysical, 488/530 nm, flow cytometry, artefact control, profiling panel; compound fluorescence 488/530 nm; active compounds read high; fluorescence (KMESF) at 10 µM; hit rate 0.38% among 220,000; in the data active means fluorescence above about 47; further: inactives centre near 10
Rac1 mut GTP: GTP binding modulators of activated mutant Rac1, primary screen, biochemical, bead-based flow cytometry, multiplex, fluorescent GTP | percent activity (GTP binding), % at 10 µM | Ras-related C3 botulinum toxin substrate 1 (Homo sapiens), P63000 | GST-Rac1 activated beads; actives lie on both sides; 100% means binding = to untreated wells | hit rate 0.11% among 190,000;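 active means GTP binding at least 20 percentage points away from the 100% baseline, in either direction, so actives lie on both sides; inconclusive means Compound likely fluorescent itself, or too few beads counted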
Cdc42 wt GTP: modulators of GTP binding to wildtype Cdc42, primary screen, biochemical, multiplex bead flow cytometry, Bodipy-GTP | GST-Cdc42 beads; actives lie on both sides | percent activity (GTP binding), % at 10 µM | hit rate 0.2% among 190,000 | AID 761, 2007;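 active means percent activity GTP binding at least 20 points away from the 100% baseline, either down as inhibitor or up as activator; inconclusive means compound flagged as likely green fluorescent from well-wide comparison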;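 further: median bead fluorescence of bound Bodipy-FL-GTP at 100 nM; 0% = excess unlabeled GTP control and 100% = no compound control; below 100% means less GTP binding so inhibitor and above means activator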
Target sequence (P60953 whole entry, looked up): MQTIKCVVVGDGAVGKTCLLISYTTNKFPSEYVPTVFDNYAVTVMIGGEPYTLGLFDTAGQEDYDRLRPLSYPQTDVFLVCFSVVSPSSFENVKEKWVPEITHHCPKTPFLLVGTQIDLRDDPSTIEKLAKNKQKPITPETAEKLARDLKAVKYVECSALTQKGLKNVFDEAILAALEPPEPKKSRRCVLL
ABCB1 block: ABCB1 efflux pump inhibitors, primary screen, cell-based, multiplex, flow cytometry, ABCG2 counter-screen; CCRF-Adr cells, JC-1 efflux; inhibition, % at 6.6 µM; hit rate 0.067% among 190,000; in the data active means inhibition above about 40%;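 further: 0% = vehicle and 100% = reference inhibitor; higher value means more JC-1 retained so stronger ABCB1 efflux block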
Mcl1 Noxa PPI: Mcl-1/Noxa binding inhibitors, primary screen, biochemical, TR-FRET, 1536-well | Induced myeloid leukemia cell differentiation protein Mcl-1 (Homo sapiens), Q07820 | TR-FRET Mcl-1/Noxa peptide binding, 2 h | inhibition, % at 21.7 µM | hit rate 1.5% among 220,000 | AID 1022, 2008;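 active means compounds that cut the protein-peptide binding signal by more than 50% relative to plate controls in a single-dose test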;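 further: His-tagged Mcl-1 with rhodamine Noxa BH3 peptide and terbium anti-His antibody; 0% = Mcl-1 plus Noxa peptide wells and 100% = peptide-only wells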
Pf gamet viab: late stage P. falciparum gametocyte viability inhibitors, primary screen, ATP luminescence, HTS; P. falciparum stage V gametocytes, 24 h; inhibition, % at 10.9 µM; hit rate 0.065% among 150,000; AID 743093, 2013;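 active means inhibition above the mean plus 3 SD of compounds within the control limits, set per campaign, cut at about 38% in these data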;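 further: 0% = DMSO wells and 100% = medium only without gametocytes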
Rab7 wt modul: modulators of GTP binding to Rab7, primary screen, biochemical, wildtype, multiplex bead flow cytometry; GST-Rab7 beads, fluorescent GTP binding; actives lie on both sides; untreated = 100%, excess cold GTP = 0%; GTP binding activity (percent of control), % at 10 µM; hit rate 0.055% among 190,000; AID 758, 2007;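 active means fluorescent GTP binding to Rab7 beads changed by at least 20 points from the 100% baseline, either direction, mostly lower; inconclusive means compound itself probably fluorescent, or too few beads counted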;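 further: median green fluorescence of bound Bodipy-FL-GTP per Rab7 bead population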
ABCG2 inh: ABCG2 efflux pump inhibitors, primary screen, multiplex with ABCB1, IgMXP3 cells, flow cytometry; Broad substrate specificity ATP-binding cassette transporter ABCG2 (Homo sapiens), Q9UNQ0; JC-1 efflux; inhibition, % at 6.6 µM; hit rate 0.1% among 190,000; AID 1325, 2008;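 active means inhibition above 80%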;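 further: 0% = DMSO and 100% = nicardipine control wells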
Target sequence (Q9UNQ0 whole entry, looked up): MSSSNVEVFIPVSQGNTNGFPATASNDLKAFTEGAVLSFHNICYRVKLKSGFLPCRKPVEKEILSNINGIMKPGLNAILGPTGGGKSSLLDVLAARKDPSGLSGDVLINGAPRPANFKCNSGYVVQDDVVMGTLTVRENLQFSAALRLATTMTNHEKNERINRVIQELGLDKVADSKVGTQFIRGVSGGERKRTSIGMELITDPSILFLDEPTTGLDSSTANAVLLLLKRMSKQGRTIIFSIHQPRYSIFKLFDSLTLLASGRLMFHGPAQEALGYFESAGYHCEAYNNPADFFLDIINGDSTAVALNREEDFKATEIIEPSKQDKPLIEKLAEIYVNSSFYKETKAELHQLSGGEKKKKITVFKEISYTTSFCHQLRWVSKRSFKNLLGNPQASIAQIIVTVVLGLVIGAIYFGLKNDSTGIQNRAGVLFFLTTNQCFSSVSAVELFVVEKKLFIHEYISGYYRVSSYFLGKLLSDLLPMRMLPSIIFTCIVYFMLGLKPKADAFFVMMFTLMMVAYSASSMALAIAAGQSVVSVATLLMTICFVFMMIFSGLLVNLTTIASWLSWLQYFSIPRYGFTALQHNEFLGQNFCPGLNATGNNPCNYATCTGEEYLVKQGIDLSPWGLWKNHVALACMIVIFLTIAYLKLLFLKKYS
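Test system: IgMXP3 (ABCG2) plus far-red-tagged CCRF-Adr (ABCB1) cells / Amount: 3 million cells/mL in well / Reagent: JC-1 transporter substrate / Timing: 10 min compound exposure, 25 °C / Signal: flow cytometry, 530 nm JC-1 signal / Read-out: percent efflux inhibition, scaled nicardipine 100% to DMSO 0% / Benchmarks: nicardipine as high control, DMSO as low control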
HRas wt GTP: modulators of GTP binding to HRas wildtype, primary screen, biochemical, bead-based flow cytometry, multiplex; GTPase HRas (Homo sapiens), P01112; GST-Ras wt beads, Bodipy-FL-GTP binding; actives lie on both sides; GTP binding activity, % at 10 µM; hit rate 0.14% among 190,000;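 active means GTP binding activity at least 20% away from the 100% baseline, either lowered as inhibitor or raised as activator; inconclusive means flagged as likely green fluorescent, judged across all proteins in the well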;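 further: 0% = unlabeled GTP competition control and 100% = no-compound control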
Target sequence (P01112 whole entry, looked up): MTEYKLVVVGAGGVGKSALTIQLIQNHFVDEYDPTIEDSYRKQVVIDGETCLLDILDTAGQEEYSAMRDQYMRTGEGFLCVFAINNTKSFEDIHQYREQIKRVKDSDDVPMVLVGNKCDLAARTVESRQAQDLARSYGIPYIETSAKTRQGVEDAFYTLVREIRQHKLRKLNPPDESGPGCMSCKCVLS
Active calls of the source: *; ? = inconclusive; · = no result given.

SMILES	Rab2 wt GTP	Rac1 wt GTP bind	Avidin fluor	Rac1 mut GTP	Cdc42 wt GTP	ABCB1 block	Mcl1 Noxa PPI	Pf gamet viab	Rab7 wt modul	ABCG2 inh	HRas wt GTP
Cc1c(NC(=S)NC(=O)CC(C)C)c(=O)n(-c2ccccc2)n1C	105	103	9	99	102	0.2	0	·	107	0	102
CCN(CC)CCCNC(=O)c1cc2c(=O)n(C)c3ccccc3c2n1C	100	107	9	100	106	0.3	32	·	99	2	104
COc1cccc(C(=O)N(C)c2nnc(-c3ccncc3)s2)c1	98	98	12	97	99	0.6	22	·	99	7	99
Cc1cc(N2CCCC2=O)cc(C)c1S(=O)(=O)Nc1c(C)nn(C)c1C	101	101	26	94	99	0.4	5	-3	107	1	100
COc1ccc(/C=C/C2=CC(C)(C)NC(=S)N2)c(OC)c1	96	99	10	95	95	0.3	-2	-9	102	4	97
COc1ccc2c(c1)CCC/C2=N\NC(=O)c1ccoc1C	101	102	15	101	103	1.8	10	-10	98	5	99
CN(C)C(=O)CN1C(=O)C2CCCCN2C(=O)c2ccccc21 (stereo not given)	103	103	34	99	103	0.1	11	-8	105	0	103
CC1C(C#N)=C(N)OC2=C1C(=O)CC(C)(C)C2 (stereo not given)	98	99	6	96	100	-0.2	-7	·	97	0	100
CCOC(=O)c1ccc(N2C(=O)c3n[nH]c(C)c3C2c2ccccc2)cc1 (stereo not given)	101	103	10	96	101	1.0	-12	-10	103	5	101
O=C(CN1CCCC1)Nc1ccc([N+](=O)[O-])cc1Cl	104	105	9	98	99	0.7	-1	13	111	7	102
Cc1cccc2sc(NC(=O)c3cc(S(=O)(=O)N(C)C)ccc3N3CCCC3)nc12	96	94	8	92	92	0.4	-14	·	93	2	93
COC(=O)c1ccccc1NC(=O)N1c2ccccc2CC1C (stereo not given)	95	92	6	94	97	1.2	·	·	91	5	94
Nc1nonc1-c1nc2ccccc2n1Cc1ccc(Cl)cc1	99	106	6	99	102	-0.2	4	-5	101	0	101
COc1ccccc1NS(=O)(=O)c1cc(NC(=O)C2CCCC2)ccc1N1CCOCC1	94	97	8	96	91	1.7	5	7	97	2	97
O=c1c2ccccc2nc(CSc2nnnn2-c2ccccc2)n1-c1cccc(C(F)(F)F)c1	99	106	7	98	99	0.5	9	·	103	1	101
Cc1nn(-c2nc3ccccc3[nH]2)c(N)c1-c1ccccc1	99	105	4	98	102	2.0	-37	·	97	13	100
COc1ccc(/C=C(\C#N)C(=O)Nc2cc(S(=O)(=O)N3CCCCC3)ccc2N2CCCCC2)cc1	99	110	23	100	108	1.5	-9	12	97	4	99
Cc1cccc(C2c3[nH]c4ccccc4c3CCN2C(=O)c2noc3c2CCCC3)n1 (stereo not given)	95	99	3	97	95	4.7	4	-9	93	9	96
COc1ccccc1C(=O)NCC(=O)OC(C)C(=O)NC(=O)NC1CCCCC1 (stereo not given)	94	96	24	92	93	0.5	-1	·	98	4	96
N#CC1=C(N)Oc2cc(O)ccc2C1C1CCCCC1 (stereo not given)	99	101	24	97	99	0.0	8	3	98	14	99
CN1CCN(C(=O)c2cc3c(n(-c4ccccc4)c2=O)CC(C)(C)CC3=O)CC1	103	106	11	103	104	0.2	-3	·	103	2	104
C=C1C(C(=O)N2CCOCC2)C1C(=O)N1CCOCC1 (stereo not given)	93	93	5	94	94	0.5	7	9	93	2	93
Cc1cc(NS(=O)(=O)c2ccc(NC(=O)Nc3cccc(Cl)c3)cc2)no1	98	99	36	97	99	-0.3	13	14	102	0	101
COc1ccc(C(=O)NCc2nnc(SCC(=O)Nc3cc(C)on3)o2)cc1OC	99	95	10	94	95	0.3	3	·	105	3	96
CCOC(=O)c1cc(-c2ccc(OC(F)F)cc2)nc2nc(SC)[nH]c(=O)c12	98	102	12	98	103	0.7	-4	6	99	22	100
CCOC(=O)c1c(C)[nH]c(C)c1C(=O)CN1C(=O)NC2(CCC(C)CC2)C1=O (stereo not given)	98	101	32	97	100	0.1	18	23	99	1	99
Cc1csc(CN(C)C(=O)CC2C(=O)NCCN2Cc2ccc(-c3ccccc3)cc2)n1 (stereo not given)	96	97	12	96	99	-0.2	7	-9	97	-1	97
Cc1ccc(C(=O)NCCSCc2ccccc2)cc1[N+](=O)[O-]	99	105	10	101	100	0.8	10	-12	97	34	102
COc1ccc(S(=O)(=O)NCc2ccc(C(=O)N3CCc4ccccc4C3)cc2)cc1	98	101	3	99	98	0.9	12	6	99	5	99
COC(=O)/C=C1\N/C(=N\c2nc(C)cc(C)n2)N(c2ccc(C)c(C)c2)C1=O	99	99	0	96	98	1.0	-4	7	96	1	99
COc1ccc(C(=O)Nc2ccccc2-c2nnn(CC(=O)Nc3ccc4c(c3)OCCO4)n2)cc1	97	95	41	94	96	-0.3	-25	8	99	-1	97
O=C(COC(=O)c1ccc(CO)cc1)NCc1cccs1	102	106	2	95	103	0.2	7	8	94	0	100
O=S(=O)(NC1=NCCCCC1)c1cccs1	108	104	10	100	107	0.0	15	15	103	0	107
O=C(N=Nc1c(O)[nH]c2ccc(Br)cc12)c1cc(-c2cccc3ccccc23)n[nH]1	90	96	9	92	95	-1.5	29	9	94	-11	95
Cc1ccc(S(=O)(=O)N2CCOCC2)cc1NC(=O)CSc1cccc[n+]1[O-]	96	102	13	100	103	0.8	-1	-6	98	3	99
COc1ccc(C(=O)Nc2ccccc2C(=O)NC(Cc2ccc(O)cc2)C(=O)NNC(=O)c2ccc(C)cc2)cc1 (stereo not given)	97	97	8	99	99	-0.6	-114	-6	97	-6	97
CCOCC(=O)Nc1nc2ccccc2s1	98	104	6	100	98	0.9	-5	·	101	5	99
Cc1cc(-c2ccco2)n(CC(=O)NCCN(C)C)n1	99	104	7	98	102	0.5	5	·	101	1	101
Cn1cc(CNC(=O)c2sc3cccc(Cl)c3c2Cl)cn1	97	101	18	94	97	0.4	5	2	99	2	100
CSc1nncc(-c2ccccc2)n1	103	101	11	99	100	-0.2	3	13	103	6	101
O=C(CCn1c(=O)oc2ccccc21)N1CCN(c2ccccc2F)CC1	?	?	12	?	?	0.2	-1	-5	?	1	?
Cc1ccc(NC(=O)c2ccc3ccccc3n2)cc1S(=O)(=O)N1CCOCC1	96	90	23	93	94	1.5	8	-15	102	4	97
CCCCNc1cc(C(=O)O)cc(S(N)(=O)=O)c1Oc1ccccc1	101	103	6	97	101	0.6	36	·	99	0	99
O=C1c2ccccc2C(=O)N1CC1CCCO1 (stereo not given)	106	103	7	99	104	0.7	0	·	104	1	103
CC(C)(C)C1CCC(=NNc2ccc(S(N)(=O)=O)cc2[N+](=O)[O-])CC1 (stereo not given)	101	103	13	99	99	-0.2	-11	3	101	-1	101
Cc1nc2oc3c(NCC4CCCO4)ncnc3c2c2c1COC(C)(C)C2 (stereo not given)	102	102	9	101	104	1.0	10	-10	104	12	104
Cn1cccc1/C=C1\SC(=S)N(NC(=O)c2ccc(Cl)cc2)C1=O	91	89	2	92	91	-0.2	18	·	95	0	93
Cc1cccc(NC(=O)CSc2nnc(NC(=O)CN3CCCCC3)s2)c1	102	105	3	103	101	-0.1	5	-8	99	0	103
Cc1cccc(NC(=O)c2ccc(N(C)C3CCCCC3)c([N+](=O)[O-])c2)n1	101	102	8	100	105	1.0	-5	·	97	5	103
O=S(=O)(c1ccc2ccccc2c1)N1CCN(C(=S)Nc2ccc(F)c(Cl)c2)CC1	96	95	15	97	99	0.3	10	·	100	2	97
O=C(CN(Cc1ccccc1)C1=NCCS1)c1ccc(Cl)cc1	99	103	14	102	100	5.4	18	1	96	77	98
CC(C)NOC(=O)c1ccc(Cl)cc1	99	102	11	97	101	0.2	-1	-1	100	0	100
Nc1nc(-c2ccco2)nn1C(=O)c1ccccc1	107	109	14	100	107	-0.1	-9	·	96	1	106
CCNC(=S)Nc1cc(OCC)c(N2CCOCC2)cc1OCC	98	103	19	100	100	-0.4	-3	·	96	-1	99
CCOc1ccc2nc(NC(=O)C3=NNC(=O)CC3)sc2c1	96	96	9	95	96	0.0	26	19	93	7	96
N#C/C(=C/c1cccs1)c1nc2ccccc2[nH]1	98	99	14	101	98	0.7	-6	-13	98	14	99
N#CC1=C(N)Oc2cc3c(cc2C1c1ccc(Cl)cc1)OCO3 (stereo not given)	94	95	15	90	93	0.9	1	-11	98	6	98
O=C(CCC1CCCCC1)Nc1c[nH]c(=O)[nH]c1=O	102	103	12	96	98	0.0	11	0	104	2	100
COc1cccc(NC(=O)C(c2ccccc2)N2CCN(c3ccccn3)CC2)c1 (stereo not given)	102	99	13	97	96	1.6	8	-12	105	2	100
CC1CCCCN1CCCNC(=O)c1ccc2c(=O)n(CCc3ccccc3)c(=O)[nH]c2c1 (stereo not given)	105	108	7	102	105	0.0	1	·	101	0	103

The list continues.
SMILES	Rab2 wt GTP	Rac1 wt GTP bind	Avidin fluor	Rac1 mut GTP	Cdc42 wt GTP	ABCB1 block	Mcl1 Noxa PPI	Pf gamet viab	Rab7 wt modul	ABCG2 inh	HRas wt GTP
CCOc1ccc(NC(C)C(=O)N/N=C/c2cccs2)cc1 (stereo not given)	98	97	4	99	102	0.8	1	10	101	7	98
O=C(COc1ccccc1)N/N=C/c1cc2c(cc1[N+](=O)[O-])OCO2	98	104	13	98	103	-0.9	19	·	98	54	99
N#Cc1nc(COc2cccc(Cl)c2)oc1NCc1ccncc1	98	101	36	97	96	-0.1	18	-7	101	0	97
Cc1occc1-c1nnc(SCC(=O)c2ccc(Cl)cc2)n1C	97	99	18	97	100	0.4	7	·	100	3	98
Cc1oc2c(c1C(=O)O)C(=O)c1ccccc1C2=O	96	92	11	92	88	0.3	8	·	106	8	93

Screens from PubChem BioAssay.
